Bioassay records from PubChem BioAssay.
MC4R barr agon: activates human MC4R beta-arrestin recruitment. P32245. U2OS MC4R beta-arrestin complementation, luminescence; percent of melanotan II response, DMSO zero. activation, % at 8.9 µM. 360,000 tested, 0.98% active;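 active = activation above a per-plate cutoff, the mean activation of sample wells on that plate plus 3 SD, cut at about 8% in these data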
Target sequence (P32245 whole entry, looked up): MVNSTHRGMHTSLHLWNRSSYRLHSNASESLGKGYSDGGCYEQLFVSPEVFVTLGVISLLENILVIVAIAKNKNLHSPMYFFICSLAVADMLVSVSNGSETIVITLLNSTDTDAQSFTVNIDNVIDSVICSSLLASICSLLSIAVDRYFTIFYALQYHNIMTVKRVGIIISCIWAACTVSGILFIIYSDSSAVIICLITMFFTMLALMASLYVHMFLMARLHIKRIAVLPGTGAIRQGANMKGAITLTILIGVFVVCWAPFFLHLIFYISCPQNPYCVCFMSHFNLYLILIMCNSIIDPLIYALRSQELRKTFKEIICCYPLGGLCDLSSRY
ABCB6 inh 2: blocks the human ABCB6 transporter. 360,000 tested, 0.19% active. fluorescence ratio to DMSO, % at 10 µM. K562-ABCB6 porphyrin accumulation, flow cytometry, 1 h; active compounds read low. Q9NP58;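 active = fluorescence ratio to DMSO below 75%, the collection mean minus 3 SD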;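 also: signal is porphyrin accumulated inside mitochondria; 100% equals median channel fluorescence of DMSO control wells; lower ratio means ABCB6 inhibition with less porphyrin fluorescence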
Vif inh: HIV Vif inhibition; 340,000 tested, 0.35% active; AID 602346; HEK293T cells, Vif self-association by quenched fluorescence, imaging, 24 h; inhibition, % at 7.49 µM; in the data active = inhibition above about 50%, passing the limit was not always enough; also: some results filed as inactive read as strong as hits
Granule exo inh: blocks lytic granule exocytosis | TALL-104 LAMP-1 surface exposure, flow cytometry; cells stimulated with thapsigargin and PMA | inhibition, % at 10 µM | 360,000 tested, 0.66% active | AID 651702;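 active = inhibition above about 55%, limit read from the data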
MC4R antagonist: antagonists of human melanocortin 4 receptor (MC4R); 360,000 tested, 0.48% active; P32245; MC4R-expressing cells, MTII-stimulated cAMP, LANCE TR-FRET; AID 540295; inhibition, % at 6.5 µM;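 active = inhibition above its plate's cutoff, the mean of tested wells on that plate plus 3 SD, cut at about 29% in these data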;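 also: 0% = Melanotan II alone and 100% = Melanotan II plus saturating MCL0020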
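Assay system: U2OS cells stably expressing human melanocortin 4 receptor (MC4R) / Dosing: 6.5 µM / Timing: compound 30 min, challenge 1 h, detection 1 h / Measured by: Eu-cAMP/anti-cAMP TR-FRET, emission 671 nm / Replicates: singlicate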
NOD2-RIPK2 inh: inhibitors of human NOD2-RIPK2 interaction | CHO BLA complementation NOD2-RIPK2, CCF4 ratio | inhibition, % at 4.98 µM | O43353 | 360,000 tested, 0.38% active; in the data active = inhibition above about 21%;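 also: 0% = vehicle only and 100% = reference blocker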
Target sequence (O43353 whole entry, looked up): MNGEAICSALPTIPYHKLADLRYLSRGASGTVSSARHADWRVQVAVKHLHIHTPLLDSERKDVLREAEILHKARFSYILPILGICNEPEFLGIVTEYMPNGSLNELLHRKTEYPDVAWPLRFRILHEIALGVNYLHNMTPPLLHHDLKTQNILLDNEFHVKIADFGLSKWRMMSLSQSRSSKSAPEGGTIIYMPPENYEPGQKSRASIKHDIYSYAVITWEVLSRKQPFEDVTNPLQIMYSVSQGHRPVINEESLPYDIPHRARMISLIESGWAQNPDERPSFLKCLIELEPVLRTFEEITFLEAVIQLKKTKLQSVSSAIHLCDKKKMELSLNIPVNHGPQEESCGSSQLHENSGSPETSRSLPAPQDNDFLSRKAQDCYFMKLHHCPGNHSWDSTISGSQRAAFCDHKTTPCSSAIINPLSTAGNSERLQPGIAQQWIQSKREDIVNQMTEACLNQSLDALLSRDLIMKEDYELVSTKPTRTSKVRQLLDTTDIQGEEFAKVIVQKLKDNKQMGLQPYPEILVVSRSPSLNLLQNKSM
TLR9-MyD88 inh: inhibitors of human TLR9-MyD88 binding. Q9NR96+Q99836. CHO BLA complementation TLR9-MyD88, CCF4 FRET ratio. inhibition, % at 4.98 µM. 340,000 tested, 0.21% active. AID 504734;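 active = inhibition above the mean over all tested compounds plus 3 SD, cut at about 21% in these data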;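 also: 0% = DMSO only wells and 100% = clavulanate BLA inhibitor control wells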
aDG glyco act: increases alpha dystroglycan glycosylation; Pro5-aDG cells, alpha-DG glycosylation AlphaScreen (IIH6); 0% Pro5, 100% B10-LARGE cell signal; activation, % at 10 µM; 360,000 tested, 0.22% active; AID 624168;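 active = activation of at least 8% versus controls, or a plate z-score of at least 8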;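 also: Pro5 are CHO cells carrying HIG-tagged alpha-DG that lacks glycosylation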
Glyco luc inh: blocks N-linked glycosylation in D54 reporter cells | D54 ERlucT glycosylation luciferase reporter, 24 h; percent of 100 nM tunicamycin response | reporter increase, % at 12.5 µM | 360,000 tested, 0.23% active;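 active = mean luciferase reporter signal, scaled so untreated is 0 and the glycosylation-blocking control 100, at or above a set limit in every replicate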;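 also: luciferase carries N-glycosylation sites so blocking glycosylation raises the light; 0% = median of neutral control wells and 100% = median of 100 nM tunicamycin wells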
ABHD5 PLIN5 PPI: inhibitors of human ABHD5-perilipin-5 interaction; 360,000 tested, 0.78% active; inhibition, % at 4 µM; Q00G26+Q8WTS1; AID 602281; Split G. princeps luciferase complementation, luminescence, 4 h;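 active = inhibition above the mean inhibition across every tested compound plus 3 SD, cut at about 22% in these data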;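 also: 0% = DMSO only wells and the 100% control is not disclosed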
Starred values were filed as active, the others as inactive.

What do the screens show for `CSCC(=O)N1CCCC(CO)(CCCc2ccccc2)C1` (configuration not stated)?
MC4R barr agon: -0.9; ABCB6 inh 2: 92; Vif inh: -1; Granule exo inh: 9; MC4R antagonist: 3; NOD2-RIPK2 inh: -2; TLR9-MyD88 inh: -3; aDG glyco act: -0.1; Glyco luc inh: 1; ABHD5 PLIN5 PPI: -1

How did Cc1ccc(S(=O)(=O)Cn2nnnc2C(c2ccccc2)N2CCN(c3ncccn3)CC2)cc1 (configuration not stated) do in these assays?
MC4R barr agon: -3.6; ABCB6 inh 2: 100; Vif inh: -4; Granule exo inh: -3; MC4R antagonist: 1; NOD2-RIPK2 inh: 0; TLR9-MyD88 inh: 3; aDG glyco act: -0.1; Glyco luc inh: -2; ABHD5 PLIN5 PPI: -4

How did O=C(CN(Cc1ccc(F)cc1)C(=O)CNS(=O)(=O)c1ccc(F)cc1)NCc1ccco1 do in these assays?
MC4R barr agon: 0.7; ABCB6 inh 2: 97; Vif inh: -6; Granule exo inh: 18; MC4R antagonist: 4; NOD2-RIPK2 inh: -1; TLR9-MyD88 inh: -4; aDG glyco act: -0.2; Glyco luc inh: 3; ABHD5 PLIN5 PPI: 5

What do the screens show for `O=S(=O)(NCc1csc(-c2cccs2)n1)c1ccccc1`?
MC4R barr agon: 2.0; ABCB6 inh 2: 97; Vif inh: -13; Granule exo inh: -16; MC4R antagonist: 3; NOD2-RIPK2 inh: -6; TLR9-MyD88 inh: -1; aDG glyco act: 0.1; Glyco luc inh: 0; ABHD5 PLIN5 PPI: 0

How did Cn1cnnc1SC(C(=O)Nc1cc(Cl)cc(Cl)c1)c1ccccc1 (configuration not stated) do in these assays?
MC4R barr agon: -2.1; ABCB6 inh 2: 90; Vif inh: -1; Granule exo inh: -3; MC4R antagonist: 2; NOD2-RIPK2 inh: 0; TLR9-MyD88 inh: 4; aDG glyco act: 0.0; Glyco luc inh: 2; ABHD5 PLIN5 PPI: -3

Results for CCN(CC(=O)NCc1ccc(F)cc1)CC(=O)Nc1ccc(S(=O)(=O)N2CCCC2)cc1 ?
MC4R barr agon: 1.9; ABCB6 inh 2: 98; Vif inh: 11; Granule exo inh: 7; MC4R antagonist: 1; NOD2-RIPK2 inh: -2; TLR9-MyD88 inh: 0; aDG glyco act: 2.2; Glyco luc inh: -1; ABHD5 PLIN5 PPI: 6

How did CCCNC(=O)C1(C)CCCN(C(=O)C2(c3ccc(Cl)cc3)CCCC2)C1 (configuration not stated) do in these assays?
MC4R barr agon: -1.9; ABCB6 inh 2: 83; Granule exo inh: 27; MC4R antagonist: 9; NOD2-RIPK2 inh: 8; aDG glyco act: 0.2; Glyco luc inh: -2; ABHD5 PLIN5 PPI: -4

How did CCc1ccc(N(C2C=CS(=O)(=O)C2)S(=O)(=O)c2ccccc2)cc1 (configuration not stated) do in these assays?
MC4R barr agon: -1.3; ABCB6 inh 2: 97; Vif inh: -15; Granule exo inh: 4; MC4R antagonist: 4; NOD2-RIPK2 inh: -1; TLR9-MyD88 inh: -9; aDG glyco act: 0.0; Glyco luc inh: 0; ABHD5 PLIN5 PPI: 0

What do the screens show for `COc1ccc(CC(=O)N/N=C/c2ccc(-c3cccc(C(=O)O)c3)o2)cc1OC`?
MC4R barr agon: 0.3; ABCB6 inh 2: 95; Vif inh: 6; Granule exo inh: 0; MC4R antagonist: -14; NOD2-RIPK2 inh: -1; TLR9-MyD88 inh: -6; aDG glyco act: -0.2; Glyco luc inh: -2; ABHD5 PLIN5 PPI: -4

How did O=C(NCc1ccccn1)Nc1cccc(F)c1 do in these assays?
MC4R barr agon: -1.1; ABCB6 inh 2: 104; Vif inh: -2; Granule exo inh: 3; MC4R antagonist: 1; NOD2-RIPK2 inh: -11; TLR9-MyD88 inh: 6; aDG glyco act: -0.4; Glyco luc inh: 1; ABHD5 PLIN5 PPI: 6

Results for O=C(Nc1cccnc1Cl)c1cc([N+](=O)[O-])ccc1Cl ?
MC4R barr agon: -2.6; ABCB6 inh 2: 103; Vif inh: 4; Granule exo inh: -1; MC4R antagonist: 4; NOD2-RIPK2 inh: -9; TLR9-MyD88 inh: 7; aDG glyco act: 0.3; Glyco luc inh: 0; ABHD5 PLIN5 PPI: -1

What do the screens show for `COc1ccc(COc2cccc3ccc(C)nc23)cc1F`?
MC4R barr agon: -2.3; ABCB6 inh 2: 96; Vif inh: 5; Granule exo inh: -1; MC4R antagonist: -3; NOD2-RIPK2 inh: -4; TLR9-MyD88 inh: 10; aDG glyco act: 0.1; Glyco luc inh: 0; ABHD5 PLIN5 PPI: 2

What do the screens show for `Cc1noc(C)c1NC(=O)Nc1ccc2c(c1)C(=O)N([C@H](C)CO)C[C@H](C)[C@@H](CN(C)S(=O)(=O)c1ccc(Cl)cc1)OCCCC[C@@H](C)O2`?
MC4R barr agon: -0.4; ABCB6 inh 2: 100; Granule exo inh: 14; MC4R antagonist: 4; NOD2-RIPK2 inh: 9; TLR9-MyD88 inh: -4; aDG glyco act: -0.1; Glyco luc inh: 2; ABHD5 PLIN5 PPI: 0

How did CN(C(N)=S)c1ccccc1 do in these assays?
MC4R barr agon: 0.8; ABCB6 inh 2: 96; Vif inh: 1; Granule exo inh: 1; MC4R antagonist: 3; NOD2-RIPK2 inh: -10; TLR9-MyD88 inh: -6; aDG glyco act: -0.2; Glyco luc inh: 0; ABHD5 PLIN5 PPI: 6

What do the screens show for `CC1CCC(NC(=O)c2ccc(COc3ccccc3)o2)CC1` (configuration not stated)?
MC4R barr agon: 5.7; ABCB6 inh 2: 95; Vif inh: 18; Granule exo inh: 3; MC4R antagonist: 19; NOD2-RIPK2 inh: 18; TLR9-MyD88 inh: -1; aDG glyco act: -0.4; Glyco luc inh: 0; ABHD5 PLIN5 PPI: -6

How did CS(=O)(=O)C1=C(O)C(=O)N(CCCC(=O)O)C1c1ccccc1F (configuration not stated) do in these assays?
MC4R barr agon: 0.5; ABCB6 inh 2: 85; Vif inh: 15; Granule exo inh: -4; MC4R antagonist: 4; NOD2-RIPK2 inh: -6; TLR9-MyD88 inh: -6; aDG glyco act: -0.2; Glyco luc inh: 1; ABHD5 PLIN5 PPI: 13

How did CC(C)(C)c1ccc(-n2ncc3c2CCCC3NC(=O)CCN2CCCO2)cc1 (configuration not stated) do in these assays?
MC4R barr agon: -0.9; ABCB6 inh 2: 98; Vif inh: -10; Granule exo inh: -5; MC4R antagonist: 8; NOD2-RIPK2 inh: 2; TLR9-MyD88 inh: -12; aDG glyco act: -0.1; Glyco luc inh: 0; ABHD5 PLIN5 PPI: -3

What do the screens show for `O=C(CSc1nc2ccccc2c(=O)n1CC1CCCO1)N1CCN(c2ccccc2)CC1` (configuration not stated)?
MC4R barr agon: -0.3; ABCB6 inh 2: 97; Vif inh: -3; Granule exo inh: 5; MC4R antagonist: 13; NOD2-RIPK2 inh: -1; TLR9-MyD88 inh: -3; aDG glyco act: 0.1; Glyco luc inh: -1; ABHD5 PLIN5 PPI: 3

How did CCOC(=O)C1(Cc2cccc(OC)c2)CCN(Cc2ccccc2)CC1 do in these assays?
MC4R barr agon: 1.0; ABCB6 inh 2: 97; Vif inh: 22; Granule exo inh: 1; MC4R antagonist: 5; NOD2-RIPK2 inh: -5; TLR9-MyD88 inh: -2; aDG glyco act: 0.8; Glyco luc inh: -6; ABHD5 PLIN5 PPI: 3

Results for COc1ccc2nc(N(CCN(C)C)C(=O)c3ccc4ncsc4c3)sc2c1 ?
MC4R barr agon: -1.5; ABCB6 inh 2: 99; Vif inh: -8; Granule exo inh: 75*; MC4R antagonist: 5; NOD2-RIPK2 inh: -2; TLR9-MyD88 inh: -4; aDG glyco act: 0.0; Glyco luc inh: -2; ABHD5 PLIN5 PPI: -3

Results for CCN(CC(=O)NCCCN1CCOCC1)S(=O)(=O)c1ccc(Cl)cc1 ?
MC4R barr agon: 0.3; ABCB6 inh 2: 94; Vif inh: 4; Granule exo inh: -9; MC4R antagonist: 18; NOD2-RIPK2 inh: -5; TLR9-MyD88 inh: -8; aDG glyco act: 0.0; Glyco luc inh: 6; ABHD5 PLIN5 PPI: -6

How did O=C(N/N=C/c1ccccn1)c1ccc(N/N=C/c2ccccn2)cc1 do in these assays?
MC4R barr agon: -0.7; ABCB6 inh 2: 92; Vif inh: 0; Granule exo inh: -2; MC4R antagonist: 12; NOD2-RIPK2 inh: -6; TLR9-MyD88 inh: 0; aDG glyco act: -0.2; Glyco luc inh: -1; ABHD5 PLIN5 PPI: -2

What do the screens show for `C=CCn1c(=O)c(C(=O)Nc2cc(C)ccn2)c(O)c2ccccc21`?
MC4R barr agon: 0.1; ABCB6 inh 2: 96; Vif inh: 10; Granule exo inh: -6; MC4R antagonist: 13; NOD2-RIPK2 inh: 4; TLR9-MyD88 inh: -16; aDG glyco act: 0.0; Glyco luc inh: 3; ABHD5 PLIN5 PPI: -5

Results for COc1ccccc1-c1ccc2c(c1)C(C)(Cc1ccccc1C#N)C(=O)N2 (configuration not stated) ?
MC4R barr agon: 1.6; ABCB6 inh 2: 95; Vif inh: -3; Granule exo inh: -5; MC4R antagonist: -6; NOD2-RIPK2 inh: -7; aDG glyco act: 0.0; Glyco luc inh: -4; ABHD5 PLIN5 PPI: -6

What do the screens show for `C=C(C1=CCN(S(=O)C(C)(C)C)[C@H]1CCO)c1ccccc1` (some centres not stated)?
MC4R barr agon: -1.2; ABCB6 inh 2: 104; Vif inh: 4; Granule exo inh: -1; MC4R antagonist: 3; NOD2-RIPK2 inh: -9; TLR9-MyD88 inh: -8; aDG glyco act: 0.2; Glyco luc inh: 0; ABHD5 PLIN5 PPI: -2

Results for Cc1cc(C)c(OCC(=O)Nc2cc(C(=O)O)cc(C(=O)O)c2)cc1C ?
MC4R barr agon: -2.3; ABCB6 inh 2: 105; Vif inh: 21; Granule exo inh: -1; MC4R antagonist: -2; NOD2-RIPK2 inh: -8; TLR9-MyD88 inh: 5; aDG glyco act: 0.0; Glyco luc inh: 2; ABHD5 PLIN5 PPI: 7

How did CN(C)CCN1CCN(C2CN(Cc3ccccc3)S(=O)(=O)C2)CC1 (configuration not stated) do in these assays?
ABCB6 inh 2: 101; Granule exo inh: 2; NOD2-RIPK2 inh: 5; aDG glyco act: 0.0; Glyco luc inh: 2; ABHD5 PLIN5 PPI: -1

What do the screens show for `NS(=O)(=O)c1ccc(CCNC(=O)c2ccc3nccnc3c2)cc1`?
MC4R barr agon: -0.5; ABCB6 inh 2: 93; Vif inh: 30; Granule exo inh: -12; MC4R antagonist: 0; NOD2-RIPK2 inh: 2; TLR9-MyD88 inh: -6; aDG glyco act: 0.1; Glyco luc inh: -1; ABHD5 PLIN5 PPI: 2

Reprinted at random: 2 records from the list.
How did CN(C)CCN1CCN(C2CN(Cc3ccccc3)S(=O)(=O)C2)CC1 (configuration not stated) do in these assays?
ABCB6 inh 2: 101; Granule exo inh: 2; NOD2-RIPK2 inh: 5; aDG glyco act: 0.0; Glyco luc inh: 2; ABHD5 PLIN5 PPI: -1

What do the screens show for `NS(=O)(=O)c1ccc(CCNC(=O)c2ccc3nccnc3c2)cc1`?
MC4R barr agon: -0.5; ABCB6 inh 2: 93; Vif inh: 30; Granule exo inh: -12; MC4R antagonist: 0; NOD2-RIPK2 inh: 2; TLR9-MyD88 inh: -6; aDG glyco act: 0.1; Glyco luc inh: -1; ABHD5 PLIN5 PPI: 2

Only part of the results is shown; count on the stated rates, not on these rows.
